# IMPase Li cell: qHTS Assay for Identifying the Cell-Membrane Permeable IMPase Inhibitors: Potentiation with Lithium | Potency, µM (series often up to 59.4 µM), for inactives: at the top dose activity, negative = IMPase inhibition, usual class: inhibitors | 210,000 tested, 0.35% active | CHO-M1 cells, IP1 TR-FRET (IP-One), carbachol + lithium;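 note: IP1 builds up when IMPase is blocked and the TR-FRET signal falls; plate controls were basal vehicle for no effect and high inhibitor control for full effect; nearly all actives have a fitted effect of over 50% in size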
#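 Test compounds were applied to CHO-M1 cells previously cultured for 16–30 h at 2000 per well. A small lithium amount accompanied them; after 30 min at 37C, IP1 was quantified by TR-FRET.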
# KDM4E inh: qHTS Assay for Inhibitors of Human Jumonji Domain Containing 2E (JMJD2E). Potency, µM (titrated, usually from 57.1 µM), without a hit: at the highest dose activity change, negative = inhibition, actives largely listed as inhibitors. 230,000 tested, 1.6% active. JMJD2E catalytic domain, FDH-coupled NADH fluorescence (FDH is formaldehyde dehydrogenase); active = well fitted inhibition curve with a large enough effect, not every such curve was filed as active; inconclusive = small, poorly fitted or top-dose-only effect, or another doubt; inactive = no such curve, though single readings can be large or run the other way;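 note: 0% = wells with enzyme and -100% = buffer wells without enzyme; nearly all actives have a fitted effect of over 50% in size; many of its hits are not listed in these tables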
# Target sequence (B2RXH2 1-337 limits assumed): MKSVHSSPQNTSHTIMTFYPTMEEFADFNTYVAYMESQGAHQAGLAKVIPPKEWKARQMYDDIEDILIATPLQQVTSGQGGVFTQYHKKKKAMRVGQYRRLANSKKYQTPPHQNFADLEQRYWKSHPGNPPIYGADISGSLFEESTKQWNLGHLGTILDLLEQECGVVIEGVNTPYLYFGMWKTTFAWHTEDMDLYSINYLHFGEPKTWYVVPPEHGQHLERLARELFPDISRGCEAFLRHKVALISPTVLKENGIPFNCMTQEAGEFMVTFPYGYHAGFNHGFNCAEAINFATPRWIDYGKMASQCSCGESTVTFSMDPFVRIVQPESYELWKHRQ
# NPSR antagonist: qHTS Assay for Antagonists of the Neuropeptide S Receptor: cAMP Signal Transduction; AID 1461, 2008; CHO-NPSR cells, cAMP TR-FRET, antagonist mode; 220,000 tested, 1% active; Potency, µM (doses to about 38.3 µM), for the others: top-dose activity change, negative = inhibition, most hits filed as inhibitors; note: % is set by controls: 0 for no effect and ±100 for the full control effect; nearly all actives have a fitted effect of over 50% in size; many of its hits are not listed in these tables
# Target sequence (Q6W5P4 whole entry, looked up): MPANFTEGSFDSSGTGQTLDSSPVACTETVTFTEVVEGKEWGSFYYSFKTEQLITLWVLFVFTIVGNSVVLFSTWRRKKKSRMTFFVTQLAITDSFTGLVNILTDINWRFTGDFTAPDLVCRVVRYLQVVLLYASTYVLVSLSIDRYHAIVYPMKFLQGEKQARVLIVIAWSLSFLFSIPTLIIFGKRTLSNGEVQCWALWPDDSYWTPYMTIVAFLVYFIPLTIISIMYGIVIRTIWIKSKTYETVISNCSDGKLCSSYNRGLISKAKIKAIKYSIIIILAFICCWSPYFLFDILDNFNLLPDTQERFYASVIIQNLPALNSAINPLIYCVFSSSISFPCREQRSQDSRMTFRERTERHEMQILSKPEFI
# GoLoco inh red: qHTS Assay for Inhibitors of RGS12 GoLoco Motif Activity (Red Fluorophore); Potency, µM (series often up to 61.6 µM), without a hit: at the highest dose activity, negative = inhibition, actives largely listed as inhibitors; 230,000 tested, 0.44% active; Gai1:RGS12 GoLoco peptide FP, rhodamine, 10 min; Guanine nucleotide-binding protein G(i) subunit alpha-1 (Homo sapiens), P63096; active = well fitted inhibition curve with a large enough effect, not every such curve was filed as active; inactive = no such curve, though single readings can be large or run the other way; note: % is set by controls: 0 for no effect and ±100 for the full control effect; nearly all actives have a fitted effect of over 30% in size; many of its hits are not listed in these tables
# Target sequence (P63096 whole entry, looked up): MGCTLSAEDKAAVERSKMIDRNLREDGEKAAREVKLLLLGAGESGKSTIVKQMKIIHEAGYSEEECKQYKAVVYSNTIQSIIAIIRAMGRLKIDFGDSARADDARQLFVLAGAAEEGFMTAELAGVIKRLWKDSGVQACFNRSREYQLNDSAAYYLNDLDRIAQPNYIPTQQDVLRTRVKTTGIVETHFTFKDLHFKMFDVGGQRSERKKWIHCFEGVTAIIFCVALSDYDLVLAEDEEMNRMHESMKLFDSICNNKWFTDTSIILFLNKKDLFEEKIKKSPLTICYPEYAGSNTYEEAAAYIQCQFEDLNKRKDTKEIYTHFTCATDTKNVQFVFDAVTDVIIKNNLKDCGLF
# Epigenetic reg: Quantitative High-Throughput Screen for Regulators of Epigenetic Control | murine LDR cells, GFP reporter derepression, 30 h | Potency, µM (doses to about 53.9 µM), inactives show at the highest dose GFP activation, usual class: activators | 280,000 tested, 0.2% active | AID 1865, 2009; note: % of control where 0% means no effect; nearly all actives have a fitted effect of over 60% in size
#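 Murine LDR cells bearing a silenced CMV-driven GFP reporter were exposed to compound for 30 h at 37 C. After PBS washes, GFP-positive cells (20-120 um objects) counted by laser-scanning microplate cytometry.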
# SMN2 splice enh: qHTS Assay for Enhancers of SMN2 Splice Variant Expression | HEK293 SMN2-luciferase splicing reporter, luminescence, 30-36 h | Potency, µM (highest dose often 46.1 µM), for the others: at the top dose activity change, positive = activation, most hits filed as activators | 210,000 tested, 2.8% active | AID 1458, 2008; note: % of control where 0% means no effect; nearly all actives have a fitted effect of over 55% in size
#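 qHTS luciferase splicing reporter: luminescence rises when SMN2 exon 7 is included in transfected HEK293 cells. Compound exposure lasted 30-36 h at 37C, with 4.5 mM final sodium butyrate as control, followed by a ONE-Glo read.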
# KinaseGlo FLuc: Counterscreen for Luciferase (Kinase-Glo TM) Inhibition. Potency, µM (titrated, usually from 38.3 µM), for the others: at the highest dose activity change, negative = inhibition, most hits filed as inhibitors. Kinase-Glo luciferase, ATP luminescence, 8 min. 200,000 tested, 0.28% active. AID 1379, 2008; note: % is set by controls: 0 for no effect and ±100 for the full control effect; nearly all actives have a fitted effect of over 60% in size
#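 Inhibition of Kinase-Glo luciferase light generation was assessed at 10 uM ATP in pH 7.2 imidazole buffer, with luminescence measured after eight minutes at ambient temperature.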
# RECQ1 inh: qHTS Assay for Inhibitors of RecQ-Like Dna Helicase 1 (RECQ1); ATP-dependent DNA helicase Q1 (Homo sapiens), P46063; RECQ1 DNA unwinding, red fluorescence kinetic read; Potency, µM (doses to about 57.3 µM), inactives show at the top dose activity, negative = inhibition, hits mostly inhibitors; 240,000 tested, 0.54% active;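 note: plate controls were vehicle for no effect and no enzyme for full effect; nearly all actives have a fitted effect of over 30% in size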
#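 RECQ1T1 50 nM; forked duplex (20 bp + 30-nt ss tails) 200 nM, ATP 2 mM final; pH 8.0, 2 mM MgCl2, 2.5 ug/ml poly(dI-dC); 15 min compound preincubation; discontinuous kinetic read over 2 h at RT.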
# * = called active by the depositor; i = inactive; ? = inconclusive; · = not tested or not shown; & = joins results of further samples; [ ] = another dose, or the depositor's remark. Unless noted, calls come from the whole dose curve; as a rule, active = well fitted curve in the direction sought with a large enough effect; inconclusive = small, poorly fitted or top-dose-only effect, or another doubt; inactive = no such curve, though single readings can be large; an effect the other way counts as inactive or inconclusive. Potency is the fitted concentration of half-maximal effect. Not all compounds are listed; the hit share may differ from the screen's.
# Start of the data: the first 8 entries as a preview:
Compound	IMPase Li cell	KDM4E inh	NPSR antagonist	GoLoco inh red	Epigenetic reg	SMN2 splice enh	KinaseGlo FLuc	RECQ1 inh
Nc1nc(CN2CCCCCC2)nc(Nc2ccc(F)cc2)n1	28%[38.3 µM]	?	2%[46.1 µM]	24%	-0.3%	-25%	8%	-3%
COc1ccccc1-c1c(C)nn2c(N3CCN(c4ccccc4OC)CC3)cc(C)nc12	-1%[38.3 µM]	-13%	?	-6%	-3.0%	-23%	0%	-10%
O=C(O)C(=O)/C(=C\c1cccc(Cl)c1)c1ccc2ccccc2n1	4%	?	-37%	16%	-0.5%	11µM*	1%	10%
O=c1oc2ccccc2cc1-c1ccc(O)cc1O	2%	-8%	-5%	0%	1.1%	2%	-3%	-6%
CNc1nc(C)c(C(=O)OCC(=O)OC)s1	-2%[38.3 µM]	7%	-8%[7.67 µM]	12%	1.2%	3%	-5%	-11%
CC1(C(=O)O)CC(C)(C(=O)O)CC(C)(C(=O)O)C1 (stereo not given)	15%[38.3 µM]	1%	-3%[46.1 µM]	1%	-2.1%	13%	2%	i
CCCCOc1cccc(C2C(C(=O)c3cccs3)=C(O)C(=O)N2Cc2cccnc2)c1 (stereo not given)	-21%	-6%	-32%	4%	1.9%	-6%	-2%	1%
COc1ccc(OC)c(NC(=O)CSC2=NCCS2)c1	18%[38.3 µM]	13%	-1%[46.1 µM]	9%	0.0%	53%	0%	-4%

# All compounds of this part, from the first entry:
Compound	IMPase Li cell	KDM4E inh	NPSR antagonist	GoLoco inh red	Epigenetic reg	SMN2 splice enh	KinaseGlo FLuc	RECQ1 inh
Nc1nc(CN2CCCCCC2)nc(Nc2ccc(F)cc2)n1	28%[38.3 µM]	?	2%[46.1 µM]	24%	-0.3%	-25%	8%	-3%
COc1ccccc1-c1c(C)nn2c(N3CCN(c4ccccc4OC)CC3)cc(C)nc12	-1%[38.3 µM]	-13%	?	-6%	-3.0%	-23%	0%	-10%
O=C(O)C(=O)/C(=C\c1cccc(Cl)c1)c1ccc2ccccc2n1	4%	?	-37%	16%	-0.5%	11µM*	1%	10%
O=c1oc2ccccc2cc1-c1ccc(O)cc1O	2%	-8%	-5%	0%	1.1%	2%	-3%	-6%
CNc1nc(C)c(C(=O)OCC(=O)OC)s1	-2%[38.3 µM]	7%	-8%[7.67 µM]	12%	1.2%	3%	-5%	-11%
CC1(C(=O)O)CC(C)(C(=O)O)CC(C)(C(=O)O)C1 (stereo not given)	15%[38.3 µM]	1%	-3%[46.1 µM]	1%	-2.1%	13%	2%	i
CCCCOc1cccc(C2C(C(=O)c3cccs3)=C(O)C(=O)N2Cc2cccnc2)c1 (stereo not given)	-21%	-6%	-32%	4%	1.9%	-6%	-2%	1%
COc1ccc(OC)c(NC(=O)CSC2=NCCS2)c1	18%[38.3 µM]	13%	-1%[46.1 µM]	9%	0.0%	53%	0%	-4%
CC(=O)Nc1ccccc1C=C1c2ccccc2-c2ccccc21	0%	·	·	2%[14.2 µM]	·	6%[9.22 µM]	-3%[7.66 µM]	·
CN(c1cccc(NC(=O)c2ccccc2N(C)S(=O)(=O)c2ccccc2)c1)S(C)(=O)=O	7%	9%	0%	3%	10%	-3%	-1%	9%
Cc1cccc(NC(=S)N(CCCN2CCOCC2)C(C)c2cc3ccccc3o2)c1C (stereo not given)	4%	7%	-54%	3%	-2.2%	-18%	2%	-4%
CCCN1C[C@H](CSC)C[C@@H]2c3cccc4[nH]cc(c34)C[C@H]21	6%&-6%&3%&3%	-1%&4%&-15%	-7%[46.1 µM]	3%&8%&2%&12%	2.3%&3.2%&-0.3%&2.0%	-15%&-3%&-18%	-2%&0%&-4%	-3%&2%&-11%
COc1ccccc1NS(=O)(=O)c1cccc2cccnc12	19%[38.3 µM]	-5%	-19%[46.1 µM]	7%	0.0%	3%	5%	-3%
CCc1ccc(-n2c(CSc3nnnn3-c3ccccc3)nc3ccccc3c2=O)cc1	28%[38.3 µM]	3%	-8%[46.1 µM]	10%	2.5%	-33%[inhibitor]	-4%	i
O=C(NNC1=NCCC1)c1cccc(S(=O)(=O)N2CCOCC2)c1	-5%	-6%	17%	5%	2.0%	9%	1%	i
COC(=O)c1cccc(NC(=O)c2nn(C(C)C)c(=O)c3ccccc23)c1	2%	?	-9%[46.1 µM]	4%	0.0%	-12%	10%	-8%
CCOC(=O)N(Cc1ccccc1)C(C(=O)O)C(C(=O)O)N(Cc1ccccc1)C(=O)OCC (stereo not given)	-8%[38.3 µM]	1%	-11%[7.67 µM]	-33%	0.0%	-7%	9%	5%
FC(F)(F)c1cnc(Sc2ncn[nH]2)c(Cl)c1	3%	-1%	12%	6%	11%	2%	3%	0%
Cc1nn(Cc2ccccc2)c(C)c1NC(=O)CSc1nc(C2CC2)nc2c1cnn2-c1ccccc1	2%	4%	-4%[46.1 µM]	3%	0.0%	?	5%	0%
CC12CCC(C(=O)NCc3cccnc3)(OC1=O)C2(C)C (stereo not given)	-8%[38.3 µM]	-1%	0%[46.1 µM]	12%	-2.1%	?	3%	i
C/C(CC(=O)NCCCN1CCOCC1)=N\NC(=O)COc1ccc(C)cc1	0%	-8%	17%	2%	-1.1%	8%	0%	-5%
COc1cccc(C(=O)NC2CCCC2)c1	-1%	4%	7%	9%	-1.1%	0%	-1%	i
COC(=O)c1cccc(S(=O)(=O)N2CCOCC2)c1	28%[38.3 µM]	10%	2%[46.1 µM]	-19%	0.0%	-3%	16%	-8%
CCOC(=O)C1=C(C)NC(C)=C(C(=O)OC)C1c1ccco1 (stereo not given)	·	?	17%[7.67 µM]	0%	0.0%	·	·	-13%
O=c1c2ccccc2nnn1CSc1nnc2ccccn12	7%[38.3 µM]	3%	-8%[46.1 µM]	-1%	0.0%	13µM*	-9%	-6%
Cc1ccc(C)c(NC(=O)c2ccccn2)c1	26%[38.3 µM]	1%	-13%[46.1 µM]	-1%	2.1%	14%	-12%	-2%
CC(C)CNS(=O)(=O)c1cc(C(=O)OCC(=O)N(C)C2CCS(=O)(=O)C2)c(Cl)cc1Cl (stereo not given)	·	6%	-8%	6%	-1.8%	·	·	i
Cc1cc2ncn(CC(O)COc3cccc(C(=O)O)c3)c2cc1C (stereo not given)	24%[38.3 µM]	6%	-6%[46.1 µM]	-1%	-2.1%	17%	-2%	i
Cc1ccccc1-n1nnnc1SCC(=O)N(C)C1CCS(=O)(=O)C1 (stereo not given)	-2%	-1%	7%	-4%	1.1%	0%	-1%	i
COc1cc(C2C(C#N)=C(N)Oc3n[nH]c(-c4ccncc4)c32)cc(OC)c1OC (stereo not given)	-8%[38.3 µM]	1%	-5%[46.1 µM]	0%	-1.9%	-2%	1%	-10%
O=C(Nc1ccccc1Cl)c1ccc(-n2cccn2)c([N+](=O)[O-])c1	4%	3%	-4%	8%	0.9%	4%	-1%	i
COc1cc(/C=C/C(=O)NCCc2ccc(S(N)(=O)=O)cc2)ccc1OCC#N	·	?	11%	-6%	1.0%	·	·	-5%
CC(C)NCCOCCSc1ccc(Cl)cc1	31%[activator][38.3 µM]	?	-3%[46.1 µM]	0%	-1.2%	-7%	4%	-4%
CSC(=[SH+])N=N/C(=C1/C=CC=CN1)c1ccccn1.[Cu][Br]	6%	·	·	-13%[14.2 µM]	·	-54%[inhibitor][9.22 µM]	-2%[7.66 µM]	·
CS(=O)(=O)N(CC(=O)N1CCCCC1)c1sc2c(c1C#N)CCCC2	-4%[38.3 µM]	8%	-10%[46.1 µM]	11%	0.8%	-13%	0%	-12%
COCCN(C(=O)c1ccccc1)c1nnc(-c2cccnc2)s1	2%[38.3 µM]	-5%	11%[7.67 µM]	4%	1.7%	-15%	0%	i
C=CCc1cccc(/C=N/NC(=O)CNc2ccccc2)c1O	-4%[38.3 µM]	?	1%[46.1 µM]	-2%	0.0%	-34%[inhibitor]	0%	i
COc1cc(/C=N/NC(=O)Cn2cnc3ccccc3c2=O)ccc1O	·	2%	-1%	6%	-1.5%	·	·	-7%
CCOc1nc(NCCO)nc(Nc2ccccc2F)n1	5%	0%	8%	-2%	1.6%	15%	-1%	i
Cc1ccc(N/C=C/c2onc(C)c2[N+](=O)[O-])cc1	·	1%	-10%	10%	13%	·	·	i
COc1cccc(/C(C#N)=C/c2c(-c3ccc(Cl)cc3)nc3c(C)cccn23)c1	13%	-6%	-26%[46.1 µM]	-3%	0.9%	-8%	5%	-4%
Cc1csc(Cn2c(CN(C)C)nc3ccccc3c2=O)n1	21%[38.3 µM]	0%	8%[46.1 µM]	-3%	1.0%	28%	5%	2%
CC(=O)Oc1ccc(C(=O)[C@H]2[C@H]3C(=O)N(c4ccc(C)cc4C)C(=O)[C@H]3[C@@H]3C=CC=NN32)cc1	·	?	-3%	149%[activator]	2.0%	·	·	0%
Nc1nnc(-c2ccccc2)s1	32%[38.3 µM]	-21%	-9%[46.1 µM]	-10%	0.0%	25%	19%	-9%
CCOc1ccccc1N(CC(=O)NCC1CCCO1)C(=O)CNS(=O)(=O)c1ccccc1 (stereo not given)	7%	12%	0%	11%	-1.0%	·	-4%	-1%
O=C1CCCN1CCCNc1ccc(S(=O)(=O)N2CCCCC2)cn1	24%[38.3 µM]	?	-4%[46.1 µM]	0%	-1.9%	12%	-3%	i
COC(=O)C1=C(O)/C(=C\c2ccc(CNS(=O)(=O)c3ccccc3)o2)N=C1C	32%[activator]	0%	-28%	31%[activator]	-0.9%	-9%[1.84 µM]	-9%	-1%
Cc1ccc2cccc(O)c2[n+]1[O-]	1%[38.3 µM]	-9%	6%[46.1 µM]	5%	-1.0%	7%	-2%	i

# From PubChem
